Screening results deposited in PubChem by several laboratories.
S1P1 ag pot – agonists and agonism potentiators of human S1P1 receptor; P21453; S1P1 CRE-bla cells, forskolin, beta-lactamase FRET, potentiator mode; S1P1 agonist co-added at EC20, 2 nM; 100% = saturating reference agonist, 0% = basal; activation, % at 9.5 µM; hit rate 0.57% among 56,000; AID 449;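 active = activation above a cutoff set at the mean activation of all tested compounds plus 3 SD, cut at about 54% in these data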;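 also: forskolin at 4 µM as EC80 and the EC20 agonist is SEW2871; 100% = SEW2871 at its EC100 plus forskolin at EC80; some compounds past the cut are filed as inactive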
5HT1E ag – agonists of human 5-HT1E serotonin receptor; activation, % at 6 µM; AID 574; P28566; CHO 5-HT1E Ga15 NFAT-bla reporter, FRET; 0% DMSO wells, 100% control agonist wells; hit rate 0.69% among 65,000;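 active = activation above a set limit, the screen-wide mean activation plus 3 SD, cut at about 8.5% in these data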;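 also: 100% = positive control agonist at 1 µM giving full maximal response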
Target sequence (P28566 whole entry, looked up): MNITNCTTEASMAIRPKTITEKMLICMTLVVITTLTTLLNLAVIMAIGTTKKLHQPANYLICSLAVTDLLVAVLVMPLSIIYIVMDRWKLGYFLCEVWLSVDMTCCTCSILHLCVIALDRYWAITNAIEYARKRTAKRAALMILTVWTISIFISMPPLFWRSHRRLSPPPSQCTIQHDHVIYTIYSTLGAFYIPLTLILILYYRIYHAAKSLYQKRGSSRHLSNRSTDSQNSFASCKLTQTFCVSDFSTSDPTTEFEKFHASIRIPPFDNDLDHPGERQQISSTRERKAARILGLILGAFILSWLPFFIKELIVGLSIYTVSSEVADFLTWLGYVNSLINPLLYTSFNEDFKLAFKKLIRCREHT
M1 antagonist – M1 muscarinic receptor (rat) antagonism. P08482. CHO-M1 cells, Fluo-4 calcium, ACh EC80 antagonist mode; hits give low values. B-score at 10 µM. hit rate 3.4% among 64,000;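 active = calcium fluorescence response, raw or row-and-column corrected B-score, differing from the plate sample mean either way at a set confidence level, mostly lower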
Target sequence (P08482 whole entry, looked up): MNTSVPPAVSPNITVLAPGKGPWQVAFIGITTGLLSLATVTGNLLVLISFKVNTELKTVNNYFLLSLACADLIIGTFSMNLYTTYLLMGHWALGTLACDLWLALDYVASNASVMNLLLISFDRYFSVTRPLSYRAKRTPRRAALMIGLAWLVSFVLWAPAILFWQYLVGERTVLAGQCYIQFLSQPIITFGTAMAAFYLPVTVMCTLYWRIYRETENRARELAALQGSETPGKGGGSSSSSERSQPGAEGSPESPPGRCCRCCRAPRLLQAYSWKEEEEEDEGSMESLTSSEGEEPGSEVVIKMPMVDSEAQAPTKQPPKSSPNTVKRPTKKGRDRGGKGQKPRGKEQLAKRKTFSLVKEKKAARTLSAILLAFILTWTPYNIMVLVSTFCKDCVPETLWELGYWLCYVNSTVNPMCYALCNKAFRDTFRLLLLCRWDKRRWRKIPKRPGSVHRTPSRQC
S1P3 ag – S1P3 (human) receptor agonism; Q99500; S1P3 NFAT-BLA reporter cells, FRET ratio; relative to 1 µM S1P, basal subtracted; activation, % at 4.5 µM; hit rate 0.1% among 60,000; AID 373;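 active = activation above the screen-wide mean plus 3 SD, cut at about 4.5% in these data, passing the limit was not always enough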; also: some compounds called inactive have numbers as strong as hits
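Assay system: stable CHO line with human S1P3, Gα16, NFAT-BLA reporter; Detection: FRET β-lactamase substrate fluorescence, excitation 405 nm, 460/535 nm emission ratio, background-subtracted; Read-out: percent activation versus median 1 µM S1P response, basal-subtracted, per plate; Incubation: cells plated overnight, compound 4 h 37 °C, substrate 2 h RT.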
M1 ag – activates the M1 muscarinic receptor; CHO-M1 cells, Fluo-4 calcium fluorescence, agonist mode; hits give high values; B-score at 10 µM; hit rate 3% among 64,000;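 active = fluorescence rise, raw or as B-score row- and column-corrected plate score, outside the 99.7% band of its plate's samples, either direction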
HTR1E antagonist – blocks the human 5-HT1E serotonin receptor | CHO 5-HT1E Ga15 NFAT-bla reporter, FRET, antagonist | inhibition, % at 6 µM | P28566 | hit rate 0.99% among 65,000;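 active = inhibition above a set limit, the mean inhibition across every tested compound plus 3 SD, cut at about 29% in these data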;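 also: signal is the 460 over 535 nm emission ratio of beta-lactamase substrate; 0% = agonist plus DMSO wells and 100% = wells without agonist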
HEK293 NFkB inh – lowers PMA/ionomycin-induced NF-kB signal in HEK293 cells; HEK-293 NF-kB luciferase reporter, luminescence; inhibition, % at 3 µM; hit rate 0.21% among 62,000; AID 465;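 active = inhibition above the mean of all tested compounds plus 3 SD, cut at about 40% in these data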;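 also: 0% = stimulated DMSO wells and 100% = 10 µM reference inhibitor 5653914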
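Timing: 1 h pretreatment, 16 h stimulation, 37 °C; system: HEK-293 cells with stable firefly luciferase reporter driven by four HIV NF-kB elements; doses: 3 µM once, 0.30% DMSO; measured by: luciferase luminescence; control set: DMSO and 10 µM reference inhibitor; repeats: single test; reagent: PMA plus ionomycin mix as NF-kB-activating stimulus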
HER2 expr 66K – inhibitors of human Her2 kinase expression; hit rate 0.69% among 65,000; HER2 level % of control, % at 10 µM; P04626; SKBR-3 HER2 protein level, AlphaScreen, 18-24 h; hits give low values; AID 645;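 active = HER2 level under 5% of the carrier-only control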;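 also: 100% = DMSO carrier and 0% = 500 nM PU-H71 HSP90 inhibitor; lower value means stronger loss of Her2 protein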
Jurkat tox 60K – reduces viability or proliferation of Jurkat cells; Jurkat E6.1 viability, ATP luminescence, 48 h; inhibition, % at 4 µM; hit rate 1.2% among 56,000;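 active = inhibition above the mean inhibition of all tested compounds plus 3 SD, cut at about 28% in these data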
Starred values were filed as active, the others as inactive; nt = no result given.

SMILES	S1P1 ag pot	5HT1E ag	M1 antagonist	S1P3 ag	M1 ag	HTR1E antagonist	HEK293 NFkB inh	HER2 expr 66K	Jurkat tox 60K
NC(=O)CSc1ncnc2c1oc1ccccc12	-6.9	0.0	0.423	-0.8	0.497	3.5	1.5	88.1	-6.4
COCC(=O)Nc1cc(C)c2c(=O)oc3ccccc3c2n1	-19.7	-0.1	-0.332	-0.6	0.574	-0.2	21.7	99.2	-8.4
CCCCOc1ccc(-c2nnn(C(C)(C)C(=O)OC)n2)cc1	1.4	0.1	1.55*	0.4	0.297	-0.8	6.9	97.8	-2.3
Cc1cc(NC(=O)CSc2nnnn2C2CCCC2)no1	8.9	0.6	0.126	-0.3	-0.339	6.2	-3.6	42.7	-0.1
Cc1noc(C)c1CSc1nc2ccccc2c(=O)n1-c1ccc(F)cc1F	-4.0	0.0	nt	-1.7	nt	20.8	22.1	66.7	91.7*
O=C(CCC1CCCC1)N1CCC(N2CCN(c3ccccc3)CC2)CC1	-3.5	-0.2	0.89	-3.1	-0.407	2.8	nt	113.0	nt
C=CCOc1ccccc1C1C2=C(CC(C)(C)CC2=O)Nc2c1c(=O)n(C)c(=O)n2C (centres undefined)	6.4	-0.2	-1.32	-1.6	-0.0396	5.8	17.7	97.8	-1.5
Cc1ccnc(NC(=O)c2cc(S(=O)(=O)N3CCCCC3)ccc2Cl)c1	nt	1.4	-0.192	nt	-0.359	-1.2	20.6	109.5	nt
Cc1ccsc1/C=c1\sc2ncnn2c1=O	11.2	-1.0	-0.924	-1.7	-0.746	-13.2	15.6	75.1	4.2
CC(C)NS(=O)(=O)c1ccc(OCC(N)=O)c(Cl)c1	-24.2	0.9	0.917	-0.4	0.45	-2.1	16.2	88.2	6.3
CC(C)OC(=O)c1cc(=O)[nH]c2ccccc12	-20.0	-0.4	0.663	-0.2	0.675	3.9	-0.1	105.6	-3.9
Cc1ccc(CNC(=O)C2CCN(S(=O)(=O)N3CCOCC3)CC2)cc1	1.2	0.1	-1.32	-0.8	0.0412	5.9	9.9	109.2	1.2
CCc1ccc2[nH]c(=O)c(CN(Cc3ccco3)S(=O)(=O)c3ccc4c(c3)OCCO4)cc2c1	-10.0	0.4	0.688	0.2	0.546	2.5	14.9	44.4	-4.4
Cc1cccn2c(=O)c3cc(C(=O)NCCCN4CCCC4=O)n(C)c3nc12	-56.9	-0.3	-3.09*	-0.1	0.132	19.0	4.5	74.3	-3.2
COc1ccc(NC(=O)CN2CCN(c3ccccc3F)CC2)cc1	-21.8	-0.5	-1.5	-0.7	0.546	-1.6	8.4	121.2	-1.2
Cc1nc(NCCN2CCOCC2)c2nnn(Cc3ccccc3Cl)c2n1	-4.3	0.4	0.33	-0.1	-0.00937	-9.7	8.3	100.9	2.8
Cc1nn(CC(=O)Nc2ccc(C(=O)N(C)C)cc2)c(=O)c2ccccc12	nt	0.1	-0.249	-0.3	-0.542	-5.5	0.3	57.2	-2.0
CCOc1ccc2oc(-c3ccccc3)c(C(=O)O)c2c1	nt	0.6	-0.463	-0.5	0	-7.3	2.3	92.9	1.8
C=CCNC(=O)C(C)Sc1ccc(Cl)cc1 (centres undefined)	nt	-0.4	-0.205	-2.0	-0.448	-1.9	5.9	96.6	8.4
CCOC(=O)N1CCC(NC(=O)CC(NS(=O)(=O)c2ccc(C)cc2)c2ccco2)CC1 (centres undefined)	-14.9	0.7	nt	0.1	nt	7.0	-1.6	83.6	-1.7
O=C(NCc1cccnc1)C1CCN(S(=O)(=O)N2CCC3(CC2)OCCO3)CC1	3.3	0.3	0.23	0.5	-0.0629	4.0	19.4	96.7	-6.2
CC(=O)C1=C(C)NC(SCC(=O)c2ccc(Cl)cc2)=C(C#N)C1c1ccco1 (centres undefined)	0.7	0.4	-0.433	0.2	-0.0135	14.4	3.9	70.1	-7.3
O=C(NCCc1ccncc1)Nc1ccccc1	2.5	-0.9	-0.129	-0.2	0.124	6.1	7.2	85.6	2.5
O=C(CCSCCc1ccccn1)Nc1ccccn1	10.6	0.1	0.0357	-0.2	0.242	-0.9	-1.5	61.1	-0.6
COc1ccc(C(=O)NCc2n[nH]c(=S)n2-c2ccccc2)cc1OC	nt	-0.4	0.706	nt	-0.202	2.1	9.5	109.3	nt

Next section:
SMILES	S1P1 ag pot	5HT1E ag	M1 antagonist	S1P3 ag	M1 ag	HTR1E antagonist	HEK293 NFkB inh	HER2 expr 66K	Jurkat tox 60K
CCCSc1nnc(CN2CCOCC2)n1C	9.3	0.8	-0.201	0.0	-0.0975	-8.4	12.1	83.5	-2.1
CC(=O)Nc1ccc(NS(=O)(=O)c2cc(C)sc2C)cc1	-18.4	-0.2	-0.0732	-0.3	0.26	0.2	11.3	-22.3*	2.2
O=C(Nc1cc(C(F)(F)F)ccc1N1CCOCC1)C1Cc2ccccc2CN1C(=O)c1ccco1 (centres undefined)	1.1	0.4	1.11	-1.1	-0.00774	12.0	13.6	85.4	17.1
O=C(NCCc1ccccc1)c1c(O)c2cccc3c2n(c1=O)CC3	-14.5	0.1	-0.046	-1.0	-0.589	2.8	18.3	60.5	7.2
Cn1c(=O)n(CC(=O)O)c(=O)c2c1nc1n2CCS1	0.8	1.3	-0.0379	0.4	-0.136	-3.4	9.8	100.2	3.9
Cn1c(=O)n(Cc2ccccc2F)c2ccccc21	-26.6	-0.9	0.266	-0.1	0.105	2.7	9.4	99.0	6.4
Cc1cc2ccccc2c(=O)n1CC(=O)NCC(=O)N1CCN(c2ccccc2)CC1	4.3	-0.9	-0.0857	-0.9	0.343	-3.0	25.2	91.0	1.5
CN(c1ccc(C(=O)O)cc1)S(=O)(=O)c1ccc(Cl)cc1	13.5	1.1	-0.769	0.2	0.132	-7.7	-7.0	104.1	-2.7
COC(=O)C(C)Sc1nc2c(c(=O)n1-c1ccccc1)SCC2 (centres undefined)	nt	-0.7	-0.426	nt	-0.556	5.2	14.5	nt	nt
O=c1[nH]nc(Sc2ncnc3sccc23)n1CCc1ccccc1	56.6	-0.9	0.313	-0.9	0.351	27.3	28.4	43.3	4.5
CCC(=O)N1CCCc2cc(S(=O)(=O)NCc3cccs3)ccc21	3.9	0.1	1.2	0.2	0.402	16.0	4.5	174.8	-3.2
COc1ccc(OC)c(S(=O)(=O)N(C)CC(=O)N2CCN(c3cccc(Cl)c3)CC2)c1	22.3	0.5	-0.367	-2.0	1.91	-6.8	22.9	103.7	4.5
Cc1ccoc1C(=O)NCCCNC(=O)c1occc1C	-15.1	0.2	0.635	-0.4	0.0458	3.6	9.3	109.5	-4.4
CCOc1ccc(N(CC(=O)Nc2ccc(OC)cc2)S(C)(=O)=O)cc1	-16.8	-0.7	-0.224	-0.5	-0.296	2.9	-2.8	70.1	9.6
O=C(NCCCn1ccnc1)c1cn(-c2ccccc2)nc1-c1ccc(F)cc1	-0.4	-0.6	-1.8	-0.5	-0.0133	4.0	4.4	89.5	-2.1
Cn1c(=O)[nH]c(=O)c2[nH]c(N(Cc3ccccc3)Cc3ccccc3)nc21	-55.7	0.2	-0.299	0.7	-0.241	28.8*	21.3	74.6	-3.6
Cc1ccc2nc(-c3ccccn3)cc(C(=O)NC3CCN(C)CC3)c2c1	-29.6	0.6	-0.177	-0.3	-2.28*	1.2	12.3	53.5	-2.9
CCn1c(SCC(=O)c2ccc(F)cc2)nnc1-c1ccoc1C	9.2	0.1	-0.344	-1.1	-0.493	0.6	-22.3	113.4	2.5
CC1CCN(S(=O)(=O)c2ccc3c(c2)oc(=O)n3CC(=O)NCc2ccc3c(c2)OCO3)CC1	65.7	0.9	0.912	-1.3	-0.977	-5.3	14.0	99.3	24.0
Cc1c(NC(=O)c2cc(-n3cnnc3)ccc2Cl)cccc1-c1nc2ccccc2o1	3.3	-0.2	-0.58	-1.8	0.319	-16.4	-1.9	104.4	7.0
Cc1nc2ccccc2c2c1C(=O)N(C(C)C)C2=O	-20.2	-1.4	-0.222	-1.5	0.0939	8.0	11.0	108.7	1.3
O=C(Nc1nnc(CCc2ccccc2)s1)c1cccs1	2.1	-1.2	0.06	-1.1	-0.393	14.2	3.5	86.9	0.6
COc1ccc(NC(=O)C2CC(=O)N(c3cccc(C)c3C)C2)cc1 (centres undefined)	1.9	0.3	-0.415	-0.8	-0.873	4.2	2.3	104.5	-0.4
CCOc1cc(C2CC(=O)N3CN(C4CCCCC4)CSC3=C2C#N)ccc1O (centres undefined)	-17.0	0.1	-0.015	-0.8	0.0569	-3.1	10.3	nt	-6.0
CCOC(=O)c1oc2cc(O)cc(C)c2c(=O)c1-c1cscn1	5.3	-0.4	0.391	-5.2	3.71	5.8	nt	87.2	nt

An excerpt of these results, field by field:
COc1ccc(OC)c(S(=O)(=O)N(C)CC(=O)N2CCN(c3cccc(Cl)c3)CC2)c1
- S1P1 ag pot: 22.3
- 5HT1E ag: 0.5
- M1 antagonist: -0.367
- S1P3 ag: -2.0
- M1 ag: 1.91
- HTR1E antagonist: -6.8
- HEK293 NFkB inh: 22.9
- HER2 expr 66K: 103.7
- Jurkat tox 60K: 4.5

Cc1ccc(CNC(=O)C2CCN(S(=O)(=O)N3CCOCC3)CC2)cc1
- S1P1 ag pot: 1.2
- 5HT1E ag: 0.1
- M1 antagonist: -1.32
- S1P3 ag: -0.8
- M1 ag: 0.0412
- HTR1E antagonist: 5.9
- HEK293 NFkB inh: 9.9
- HER2 expr 66K: 109.2
- Jurkat tox 60K: 1.2

The results go on.
SMILES	S1P1 ag pot	5HT1E ag	M1 antagonist	S1P3 ag	M1 ag	HTR1E antagonist	HEK293 NFkB inh	HER2 expr 66K	Jurkat tox 60K
COc1cccc(S(=O)(=O)N2CCN(c3ccccc3F)CC2)c1	nt	-0.3	0.285	nt	-0.343	7.5	10.8	108.9	nt
CC(C)N1C(=O)CCC1C(=O)NCCc1ccccc1 (centres undefined)	12.1	0.3	-0.00105	2.0	0.0543	-3.2	4.7	100.1	-4.3
Cc1ccc(-n2cnnn2)c(S(=O)(=O)N2CCOCC2)c1	nt	-0.4	0	-0.2	0.0201	9.7	2.7	75.3	1.4
Cc1ccc(C2CC(=O)N3CN(Cc4ccco4)CSC3=C2C#N)cc1 (centres undefined)	-3.1	0.9	0.1	-1.4	-0.951	1.0	-3.8	119.2	-2.3
COc1ccccc1N1CCN(CC(O)COc2ccc3c(C)cc(=O)oc3c2)CC1 (centres undefined)	nt	-0.3	-0.00281	nt	0.926	-1.6	2.6	63.8	nt
CC(=O)Nc1ccc(C(=O)c2ccccc2)cc1	-0.2	-0.8	1.6	-0.7	-0.144	2.5	-0.2	136.5	6.6
O=C(O)CN1CCNCC1	-4.3	-0.3	0.653	-0.4	0.759	-3.6	3.9	92.7	1.3
CC(C)(C)C(=O)/C=C(N)/C=C/c1ccccc1	15.6	0.6	-0.12	-1.7	0.441	-0.2	12.3	85.8	7.6
CN(C)c1ccc(/C=C/c2ccncc2)cc1	-2.4	0.4	-0.0141	-0.2	9.96*	-6.2	1.1	145.4	-10.5
CCOc1ccc(C(=O)N2CCCC2)cc1OC	nt	0.0	0.138	-1.1	-0.695	5.2	6.0	105.9	-2.9
CN(C(=O)c1ccccn1)c1nnc(-c2cnccn2)s1	-3.3	-1.5	1.02	-0.4	0.39	-5.3	-4.3	87.7	-2.0
Cc1ccccc1CN1CCCNC1=O	-14.8	-0.1	1.09	-0.2	0.264	2.7	-3.7	117.2	4.8
